# NOD1 NF-kB reporter = inhibition of NOD1-driven NF-kB reporter – cell-based, luminescence, uHTS, primary screen (AID 1578); NOD1-driven NF-kB luciferase reporter cells, luminescence; higher % means a stronger effect; inhibition, % at 4 µM, or EC50 in µM where a hit was titrated; actives 1% (n = 290,000); in the data active = inhibition mostly above about 36%, no sharp cut-off; inactive = mostly below about 34%;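 also: HEK-293T reporter cells stimulated with the NOD1 agonist gamma-tri-DAP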
# KOR beta-arrestin-1 = kappa opioid receptor activators – cell-based, luminescence, uHTS, primary screen (AID 1777); KOR beta-arrestin recruitment, luminescence; higher % means a stronger effect; activation, % at 10 µM, or EC50 in µM where a hit was titrated; actives 0.02% (n = 280,000); in the data active = activation above about 50%, passing the limit was not always enough; also: a part of the inactive calls stands beside numbers as strong as those of hits
# NTR1 agonist = NTR1-driven beta-arrestin-GFP spot formation – imaging, U2OS cells, high content, primary screen (AID 493036). P30989. agonist mode. actives 0.17% (n = 330,000). activation, % at 20 µM;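 active = activation at or above 40% of the spot to cytoplasm intensity ratio, with at least 20 cells analyzed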;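 also: 0% = DMSO without peptide and 100% = 100 nM NTR1 peptide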
# Target sequence (P30989 whole entry, looked up): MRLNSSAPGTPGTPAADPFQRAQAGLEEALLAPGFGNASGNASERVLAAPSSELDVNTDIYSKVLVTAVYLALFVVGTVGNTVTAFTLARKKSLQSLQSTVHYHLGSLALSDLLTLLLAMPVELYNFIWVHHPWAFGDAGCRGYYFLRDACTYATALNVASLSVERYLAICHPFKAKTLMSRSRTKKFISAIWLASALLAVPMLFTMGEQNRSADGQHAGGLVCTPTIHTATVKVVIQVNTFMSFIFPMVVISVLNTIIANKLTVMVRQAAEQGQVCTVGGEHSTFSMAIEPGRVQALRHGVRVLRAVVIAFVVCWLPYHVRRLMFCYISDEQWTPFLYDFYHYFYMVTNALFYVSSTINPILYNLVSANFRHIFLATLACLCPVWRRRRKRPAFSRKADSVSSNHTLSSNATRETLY
# UTI89 phage lysis = inhibition of K1F phage lysis, E. coli UTI89, bacterial capsule biogenesis inhibitors, alamar blue (AID 488966); E. coli UTI89 K1F phage lysis, alamar blue, 2 h; higher % means a stronger effect; inhibition, % at 100 µM, or IC50 in µM where a hit was titrated; actives 0.02% (n = 340,000);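 active = phage lysis inhibition, versus mean bacterial control, above a set limit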;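 also: capsule biogenesis inhibitors block K1F phage lysis so surviving cells raise fluorescence; higher fluorescence means more inhibition of phage lysis; actives were called in the ten point dose series up to 300 µM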
# MgcRacGAP inhibition = MgcRacGAP GTPase-activating activity inhibitors, confirmation, biochemical, ADP Hunter fluorescence; MgcRacGAP-stimulated Rac1 GTP hydrolysis, ADP Hunter fluorescence; higher % means a stronger effect; GST-tagged Rac1 F28L mutant substrate; inhibition, % at 30 µM, or IC50 in µM where a hit was titrated; actives 0.6% (n = 340,000); AID 624330;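 active = first-screen hits whose inhibition reached a set limit at any dose in the follow-up dose series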;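 also: fluorescence reports GDP produced by GAP-driven GTP hydrolysis; strong numbers were not always called active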
# GPR55 antagonists = inhibition of LPI-stimulated GPR55 beta-arrestin translocation – imaging, U2OS, beta-arrestin-GFP, LPI agonist, primary screen (AID 2013) | actives 0.13% (n = 290,000) | U2OS GPR55 beta-arrestin-GFP translocation imaging, LPI antagonism; higher % means a stronger effect | inhibition, % at 10 µM, or IC50 in µM where a hit was titrated;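 active = spots per cell inhibited over 60%, with over 100 cells counted and total cytoplasm intensity under 500,000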;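 also: U2OS cells stably carrying GPR55 and arrestin-GFP stimulated by 5 µM LPI near EC80; imaged beta-arrestin-GFP aggregate spots per cell after agonist stimulation; plate controls were LPI-stimulated DMSO wells for no effect and DMSO wells without LPI for full effect; some results filed as inactive read as strong as hits; confirmed hits need IC50 under 10 µM and bright autofluorescent wells are also inconclusive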
# KOR beta-arrestin-2 = kappa opioid receptor blockers – cell-based, luminescence, uHTS (AID 1778). KOR beta-arrestin recruitment, luminescence, antagonist mode; higher % means a stronger effect. inhibition, % at 10 µM; hits with a dose series show IC50 in µM. actives 0.091% (n = 290,000); in the data active = inhibition above about 50%; also: strong numbers were not always called active
# GPR35 arrestin U2OS = GPR35 antagonists blocking zaprinast-driven arrestin recruitment, primary screen, imaging, U2OS, beta-arrestin-GFP, zaprinast agonist (AID 2058) | U2OS GPR35 beta-arrestin-GFP translocation imaging, zaprinast antagonism; higher % means a stronger effect | inhibition, % at 10 µM, or IC50 in µM where a hit was titrated | actives 0.052% (n = 290,000);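 active = inhibition of at least 50% with at least 30 cells and total cytoplasm GFP at most 10,000,000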
# GPR55 activation = GPR55 agonists via beta-arrestin recruitment, primary screen, imaging, U2OS cells, beta-arrestin-GFP redistribution (AID 1961); U2OS GPR55 beta-arrestin-GFP redistribution imaging; higher % means a stronger effect; activation, % at 10 µM, or EC50 in µM where a hit was titrated; actives 0.048% (n = 290,000);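 active = activation above 40% with more than 50 cells counted in the well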;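 also: U2OS osteosarcoma cells stably expressing GPR55 and beta-arrestin-GFP; plate controls were DMSO negative control for no effect and LPI positive control for full effect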
# NTR1 agonist cell count 20 µM = second read-out of NTR1 agonist, no call of its own (marks repeat the call); cell count; measured here: cell count, cytotoxicity flag
# * hit, by the source's call; i = inactive; x = no result given; & = joins results of further samples; [ ] = remark or other dose.
SMILES,NOD1 NF-kB reporter,KOR beta-arrestin-1,NTR1 agonist,NTR1 agonist cell count 20 µM,UTI89 phage lysis,MgcRacGAP inhibition,GPR55 antagonists,KOR beta-arrestin-2,GPR35 arrestin U2OS,GPR55 activation
Cc1ccc(/C=C2/C(=O)NC(=O)N(CC3CCCO3)C2=O)s1 (centres undefined),35%,1.8%,12,63,0.2%,24%,41%,1%,-25%,0.6%
CN1C(=O)C(=Cc2c(OCc3cnc(Cl)s3)ccc3ccccc23)C(=O)N(C)C1=O,11%,-0.4%,19,21,-0.3%,11%,1%,-7%,12%,0.7%
CNCCc1nc(N)n[nH]1,-48%,1.5%,-4.9,75,0.3%,6%,-1%,-27%,13%,0.3%
O=C(C(=C1N(Cc2ccc(Cl)nc2)CCN1Cc1ccc(Cl)nc1)[N+](=O)[O-])C(Cl)Cl,17%,-14%,3.4,45,0.2%,10%,2%,8%,23%,-0.1%
O=C(C1CC(=O)N(C2CCCC2)C1)N1CCC2(CC1)OCCO2 (centres undefined),-33%,-5.2%,0.6,64,-1.1%,3%,1%,18%,-1%,0.0%
CC1(C)N2CC3([N+](=O)[O-])CN1CC([N+](=O)[O-])(C2)C3,-3%,-0.1%,-0.7,58,0.8%,5%,3%,13%,6%,-0.1%
Cc1cc(OC(C)C(=O)NCC(O)c2ccccc2)c2c3c(c(=O)oc2c1)CCCC3 (centres undefined),-22%,-1.2%,2.1,56,-0.3%,8%,16%,24%,-6%,-0.2%
CN(C(=O)CNC(=O)OCc1ccccc1)c1ccc(Br)cc1C(=O)c1ccccc1Cl,-22%,4.1%,5.0,55,3.2%,-1%,40%,-88%,17%,0.2%
CCN(CC)S(=O)(=O)c1ccc(NN=C(C#N)C#N)cc1,10%,-4.7%,1.2,43,2.7%,1%,14%,8%,-2%,-0.1%
Fc1cccc(F)c1CN1CCN(c2ccc(Cl)cc2)CC1,-2%,1.2%,0.0,81,0.2%,10%,2%,-32%,-4%,0.0%
COC(=O)C(O)(c1c(C)[nH]n(-c2ccccc2)c1=O)C(F)(F)F (centres undefined),-6%,-1.3%,0.0,58,0.6%,-2%,8%,6%,1%,-0.1%
CCOc1cc2c(cc1OCC)-n1cccc1C(c1ccc(F)cc1)NC2 (centres undefined),-23%,0.5%,3.0,75,0.2%,x,9%,27%,11%,-0.3%
C[N+]12CCC(CC1)C(C(O)(c1cccc(Cl)c1)c1cccc(Cl)c1)C2 (centres undefined),-8%,11%,-0.7,51,1.7%,1%,-6%,5%,-5%,0.0%
Cc1nc2ccccc2c(=O)n1-c1ccc(F)cc1,x,-3.1%,0.8,39,0.2%,1%,1%,9%,3%,-0.1%
CC(C)CNC(=O)c1c(N)n(Cc2ccco2)c2nc3ccccc3nc12,13%,-1.7%,0.0,76,-0.9%,15%,6%,-23%,-2%,0.2%
CC(C)(C)P(=O)(NCc1ccccc1)c1ccccc1 (centres undefined),-22%,-2.1%,0.0,49,-0.2%,1%,17%,-3%,-8%,-0.2%
CN(C)C(=O)Oc1ccc(NC(=O)N2CCOCC2)cc1,-24%,-3.2%,2.3,58,0.0%,8%,8%,-23%[20 µM],-5%,0.0%
COc1ccc(CC(C)NCCC(c2ccccc2)c2ccccc2)cc1 (centres undefined),-20%,-0.5%,7.0,49,0.3%,16%,9%,3%,1%,-0.1%
CCC(CC)NC1CCCCC1OC (centres undefined),-6%,-0.9%,1.3,85,0.4%[50 µM],23%,7%,24%,-7%,-0.2%
NP(=O)(Oc1ccccc1Cl)Oc1ccccc1Cl,-17%,-3.2%,-0.3,46,-1.6%,0%,94%,0%,-2%,-0.5%
O=P(N[C@@H](c1ccccc1)[C@@H]1C[C@H]1CO)(c1ccccc1)c1ccccc1,-26%,-0.9%,0.8,50,0.4%,0%,5%,22%,5%,-0.1%
OC(c1ccncc1)(c1ccc(F)cc1)c1ccc(F)cc1,19%,-1.8%,0.9,50,-7.0%,4%,7%,2%,1%,-0.1%
Cc1[nH]c2ccccc2c1CCCNC1CCCCC1,41%,-3.9%,-2.0,64,1.0%[50 µM],-2%,8%,x,3%,-0.2%
N[C@@H](Cc1c[nH]c2ccccc12)c1nnc(SCc2ccc(Cl)cc2)o1,18%,-2.2%,-0.1,76,-0.5%,-1%,8%,12%,5%,0.1%
COc1cccc(NP(=O)(Oc2ccccc2Cl)Oc2ccccc2Cl)c1,-19%,3.6%,27,73,-1.3%[50 µM],6%,19%,16%,-1%,0.1%
CN1CC(C(=O)c2ccc([N+](=O)[O-])cc2)C(c2ccc(Cl)cc2)C1 (centres undefined),3%,0.7%,3.2,43,0.2%,16%,8%,-10%,-11%,0.0%
O=C1/C(=C/c2cccnc2)N2CCC1CC2,-17%,0.1%,1.3,55,-0.3%,9%,7%,-10%,-4%,-0.3%
O=c1c2ccccc2nc(-c2ccccc2Cl)n1-c1ccc(O)cc1,-7%,0.7%,0.9,91,0.0%,6%,-4%,22%,2%,-0.1%
C[C@]12CCC3C(CCC4=C/C(=N/OCC(=O)NC(CCC(=O)O)C(=O)O)CC[C@@]43C)C1CCC2O (some centres undefined),-1%,-8.3%,0.2,95,0.0%,3%,9%,19%,4%,-0.1%
CC(=O)NC1CC2CCCC(C1)N2 (centres undefined),6%,-3.8%,-0.3,82,0.1%,6%,-11%,x,1%,-0.2%
COc1c2c(cc3c1OCO3)CC[N+](C)=C2,-15%,1.8%,-1.1,85,3.7%,5%,7%,-26%,-8%,0.6%
CC(=O)Nc1ccccc1C(=O)OCc1cccc(F)c1,-40%,-2.4%,2.1,56,0.3%,2%,-4%,14%[20 µM],-9%,0.2%
Cc1ccc(-n2c(O)c(C=NCc3ccco3)c(=O)[nH]c2=S)cc1C,13%,-0.6%,0.7,54,0.1%,12%,10%,14%,8%,-0.3%
Cc1cc(OCC(=O)N[C@@H](Cc2ccccc2)C(=O)O)c2c3c(c(=O)oc2c1)CCCC3,-26%,6.5%,2.8,89,1.8%,2%,9%,-15%[20 µM],-2%,-0.2%
Cc1cc(C)cc(N2C(=O)NC(=O)/C(=C\c3cc(C)n(C)c3C)C2=O)c1,-20%,-3.4%,-1.1,81,-0.1%,11%,8%,-10%[20 µM],-1%,-0.1%
CN1C(=O)/C(=C\c2ccc(Br)s2)C(=O)NC1=S,0%,1.6%,x,x,-0.1%,26%,14%,-14%,9%,0.3%
O=C1NC(=S)N(c2ccc(F)cc2)C(=O)/C1=C/c1ccccc1O,-9%,-1.5%,2.6,109,0.1%,9%,0%,-4%,-5%,-0.1%
COc1ccc(S(=O)(=O)NCc2ccc(C(=O)N3CCC4(CC3)OCCO4)cc2)cc1,-1%,-3.5%,2.9,73,6.1%,4%,5%,-5%,3%,0.5%
CC(C)C(=O)c1cn(Cc2ccc(C#N)cc2)c2ccccc12,-21%,0.2%,-1.0,90,1.0%,-1%,2%,12%,-2%,-0.3%
CCn1cc(CN2CCCC(C(=O)c3cccc(OC)c3)C2)c(C)n1 (centres undefined),-26%,x,2.5,47,0.4%,0%,9%,-9%[20 µM],11%,-0.1%

# Two entries picked at random from those above:
SMILES,NOD1 NF-kB reporter,KOR beta-arrestin-1,NTR1 agonist,NTR1 agonist cell count 20 µM,UTI89 phage lysis,MgcRacGAP inhibition,GPR55 antagonists,KOR beta-arrestin-2,GPR35 arrestin U2OS,GPR55 activation
CC(=O)Nc1ccccc1C(=O)OCc1cccc(F)c1,-40%,-2.4%,2.1,56,0.3%,2%,-4%,14%[20 µM],-9%,0.2%
CN1C(=O)C(=Cc2c(OCc3cnc(Cl)s3)ccc3ccccc23)C(=O)N(C)C1=O,11%,-0.4%,19,21,-0.3%,11%,1%,-7%,12%,0.7%

# Continuation:
SMILES,NOD1 NF-kB reporter,KOR beta-arrestin-1,NTR1 agonist,NTR1 agonist cell count 20 µM,UTI89 phage lysis,MgcRacGAP inhibition,GPR55 antagonists,KOR beta-arrestin-2,GPR35 arrestin U2OS,GPR55 activation
O=C(c1ccccc1F)c1cn(CC(=O)N2CCOCC2)c2ccccc12,-6%,-1.5%,3.8,51,i,6%,-5%,15%,2%,-0.1%
Cc1cccc(N2CCN(C(=O)CCCCCn3c(=S)[nH]c4ccc(N5CCOCC5)cc4c3=O)CC2)c1C,15µM*,6.9%,7.4,49,12%,-17%,10%,-31%,3%,0.2%
Cc1cccc(-n2ncc3c2CCCC3NC(=O)C2(C(N)=O)CC2)c1C (centres undefined),2.5µM*,-4.6%,-0.5,68,1.9%[50 µM],10%,6%,13%,-7%,-0.1%
CCCc1cc(NC(=O)CCl)n(-c2ccccc2)n1,14µM*,2.2%,-0.5,82,-0.2%,3%,10%,-80%[20 µM],14%,0.3%
O=C1NC(=O)N(c2cccc(F)c2)C(=O)/C1=C/c1ccc(N2CCOCC2)cc1,-4%,x,-0.2,65,0.2%,9%,2%,-30%,-5%,0.1%
COC(=O)CCCCC1SCC(NC(=O)c2ccccc2)C1Cl (centres undefined),20%,-2.8%,1.8,44,-0.4%,2%,-3%,1%[20 µM],6%,0.1%
Oc1ccc(CC2(N3CCCC3)CCCCC2)cc1,-39%,x,0.8,67,0.2%,18%,13%,x,-1%,-0.3%
COc1ccccc1N1C(=O)CC(=O)NC1=O,-11%,-2.0%,0.6,75,0.5%,8%,7%,-17%,6%,-0.1%
O=C(/C=C/c1ccccc1)NCCc1cnc[nH]1,33%*,7.6%,-2.4,100,-1.2%,10%,11%,6%,2%,0.5%
CC(C)CCN1CCN(Cc2c(F)cccc2Cl)CC1CCO (centres undefined),-29%,-2.9%,-1.0,93,0.2%,11%,13%,-16%,8%,-0.2%
C=CCN1C(=O)CSc2ccc(C(=O)N3CCC4(CC3)OCCO4)cc21,5%,6.8%,1.4,86,1.3%,5%,17%,-3%,15%,0.2%
CCCCc1nc(N2CCNCC2)c(C#N)c2c1CSC(C)(C)C2,-29%,-2.6%,11,74,0.9%,7%,22%,4%,-12%,0.8%
CP(=O)(O)CCCN,-8%,-2.9%,0.2,48,3.8%,-2%,4%,28%,8%,-0.3%
CCCCNC(=O)c1c(N)n(Cc2ccc3c(c2)OCO3)c2nc3ccccc3nc12,-31%,0.8%,3.1,44,2.8%,5%,6%,-63%,0%,-0.1%
COP(=O)(OC)/C(C=O)=N/Nc1ccc([N+](=O)[O-])cc1,-12%,-7.1%,0.8,54,-0.5%,14%,-3%,5%,-5%,-0.4%
O=c1[nH]c(=O)n(-c2ccc(Cl)cc2)c(O)c1C=Nc1ccc(S(=O)(=O)Nc2nccs2)cc1,-16%,6.7%,1.7,61,-0.2%,9%,-2%,0%,5%,-0.2%
Cn1nc(-c2ccc(OCC(=O)N3CCN(Cc4ccccc4)CC3)cc2)c2ccccc2c1=O,41%&46%,-2.0%&-4.1%,0.9&0.4,53&68,-0.7%,3%,-2%&2%,26%&25%,-2%&-3%,-0.2%&-0.3%

# Bioassay records (PubChem)

# The list is partial; rates above refer to the full screens.
